Bioassay records from PubChem.
bIAP activator: bovine intestinal alkaline phosphatase activators, primary screen, biochemical, bovine IAP, CDP-star luminescence; purified bovine IAP, 30 min; active compounds read high; fold of DMSO-control signal, blank-subtracted; activation factor at 20 µM; 0.17% of 200,000 active; AID 1016, 2008;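 active = activation factor of 2 or more at 20 µM, a signal rise over negative controls twice the positive control's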
bIAP inh: bovine intestinal alkaline phosphatase inhibitors, primary screen, selectivity assay for TNAP inhibitor project, biochemical, bovine IAP, CDP-star luminescence; alkaline phosphatase, intestinal [Bos taurus]; purified bovine IAP, 30 min; inhibition, % at 20 µM; 190,000 tested, under 10 active; AID 1019, 2008;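 active = over 50% inhibition of intestinal alkaline phosphatase at 20 µM in the single-dose screen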
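Incubation: 30 min reaction at room temperature / Material: purified bovine intestinal alkaline phosphatase (IAP) enzyme / Input: enzyme at 1/65,000,000 dilution / Dosing: 20 µM single dose / Signal: CDP-star luminescence signal / Reagent: CDP-star chemiluminescent phosphatase substrate, 30 µM final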
TNAP act hiacc: TNAP activators at high phosphate acceptor level, primary screen, biochemical, luminescence, uHTS. activation factor at 20 µM. purified TNAP, CDP-star luminescence, 1 M DEA, 30 min; active compounds read high; 0 = EDTA background, 1 = DMSO-only activity. Alkaline phosphatase, tissue-nonspecific isozyme (Homo sapiens), P05186. 200,000 tested, under 10 active. AID 1136, 2008;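 active = activation factor at least 2 at 20 µM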
Target sequence (P05186 whole entry, looked up): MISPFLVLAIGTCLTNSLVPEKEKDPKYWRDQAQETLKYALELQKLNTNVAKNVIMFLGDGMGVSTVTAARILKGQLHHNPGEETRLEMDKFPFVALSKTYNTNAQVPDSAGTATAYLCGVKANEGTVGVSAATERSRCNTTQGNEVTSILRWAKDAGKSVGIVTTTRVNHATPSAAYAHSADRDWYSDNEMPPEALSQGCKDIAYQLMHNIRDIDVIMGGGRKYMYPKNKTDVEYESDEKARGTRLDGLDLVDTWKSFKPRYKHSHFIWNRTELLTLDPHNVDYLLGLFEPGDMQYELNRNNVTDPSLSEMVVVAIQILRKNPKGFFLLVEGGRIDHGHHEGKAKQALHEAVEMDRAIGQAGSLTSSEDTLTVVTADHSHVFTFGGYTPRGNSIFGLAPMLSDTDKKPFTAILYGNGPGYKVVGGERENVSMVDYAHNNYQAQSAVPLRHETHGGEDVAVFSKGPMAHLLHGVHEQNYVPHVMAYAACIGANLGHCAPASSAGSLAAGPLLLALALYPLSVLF
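Assay system: human TNAP; Input: enzyme diluted 1/800 final; Reagent: CDP-star luminogenic substrate at 100 µM final; Timing: 30 min, room temperature; Signal: luminescence; Evaluation: TNAP activation factor scaled between EDTA and DMSO control wells.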
FLuc act counter: FLuc activators, initial screening, artefact control for FLuc-dependent activation tests, biochemical, ATPlite luminescence. ATPlite luciferase biochemical, 10 min; 0 = ATP-free wells, 1 = DMSO control. activation factor at 10 µM. 200,000 tested, under 10 active. AID 1027, 2008;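 active = luciferase activation factor, scaled between plate controls, of at least 2 with compound at 10 µM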
Target sequence (P08659 whole entry, looked up): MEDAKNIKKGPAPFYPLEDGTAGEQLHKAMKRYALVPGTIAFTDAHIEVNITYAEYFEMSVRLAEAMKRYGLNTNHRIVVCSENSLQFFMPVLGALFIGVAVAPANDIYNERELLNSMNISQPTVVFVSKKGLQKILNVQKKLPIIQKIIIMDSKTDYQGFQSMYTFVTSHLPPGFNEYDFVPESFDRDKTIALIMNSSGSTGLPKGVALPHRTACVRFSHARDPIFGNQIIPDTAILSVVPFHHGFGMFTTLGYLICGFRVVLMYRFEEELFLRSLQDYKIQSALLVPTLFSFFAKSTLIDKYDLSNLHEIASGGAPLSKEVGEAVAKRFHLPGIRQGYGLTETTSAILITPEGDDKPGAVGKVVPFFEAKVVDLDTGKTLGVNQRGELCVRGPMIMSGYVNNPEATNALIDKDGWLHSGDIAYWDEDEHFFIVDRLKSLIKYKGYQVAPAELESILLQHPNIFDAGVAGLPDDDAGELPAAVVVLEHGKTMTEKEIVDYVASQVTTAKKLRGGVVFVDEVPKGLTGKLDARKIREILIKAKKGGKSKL
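Assay system: Luciferase/luciferin detection reagent, cell-free biochemical luciferase assay / Read-out: luciferase activation / Benchmarks: No-ATP low control, compound-free enzyme-plus-ATP high control / Medium: PBS buffer for ATP / Detection: luminescence measurement of luciferase light output / Schedule: 10 min at ambient temperature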
TNAP inh hiacc: human TNAP enzyme inhibitors, primary screen, biochemical, luminescent, high phosphate acceptor level, uHTS; purified TNAP, CDP-star luminescence, 1 M DEA; inhibition, % at 20 µM; 0.03% of 200,000 active;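 active = over 50% inhibition of tissue-nonspecific alkaline phosphatase at 20 µM in the single-dose screen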;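 also: plate controls were DMSO wells for no effect and EDTA-quenched wells as full inhibition for full effect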
FLuc inhib CS: firefly luciferase enzyme inhibitors, primary screen, artefact control for luciferase-based inhibitor screens, biochemical, luminescence, ATPLite; Luciferin 4-monooxygenase (Photinus pyralis), P08659; 10 min; inhibition, % at 10 µM; 1.5% of 200,000 active;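 active = inhibition above about 50% when tested at 10 µM, limit read from the data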
APP transl inh: inhibitors of APP translation via 5'UTR reporter, primary screen, APP 5'UTR luciferase, SH-SY5Y cells | SH-SY5Y APP 5'UTR-luciferase reporter, luminescence | 0.82% of 190,000 active | inhibition, % at 2 µM;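 active = inhibition above a set limit, derived from the sample mean plus 3 SD, cut at about 45% in these data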; also: values of inactives mirror those of a sister screen read the other way
Lmaj promast: Leishmania major promastigote growth inhibition, primary screen | Leishmania major promastigotes, resazurin fluorescence viability | AID 1063, 2008 | inhibition, % at 10 µM | 9% of 200,000 active; in the data active = inhibition above about 50%;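 also: promastigotes grown with compound for 44 hours at 28 °C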
RAM inhibit: inhibitors of the yeast RAM network, primary screen, dse1pr::URA3 reporter, 5-FOA selection; S. cerevisiae dse1pr::URA3 reporter, 5-FOA growth OD615, 2 d; analog-sensitive cbk1-as2 kinase mutant strain; 1.8% of 190,000 active; AID 868, 2007; inhibition, % at 50 µM;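 active = inhibition above a set limit, 3 SD over mean compound inhibition, cut at about 8.4% in these data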;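 also: 0% = DMSO-only wells with no growth and 100% = 10 µM 1-NA-PP1 full growth; inhibition rescues growth on 5-FOA so higher OD means more RAM inhibition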
TNAP inh no acc: human TNAP enzyme inhibitors, primary screen, biochemical, luminescent, no phosphate acceptor, uHTS | AID 1012, 2008 | inhibition, % at 20 µM | 0.26% of 200,000 active | purified TNAP, CDP-star luminescence, 30 min | Alkaline phosphatase, tissue-nonspecific isozyme (Homo sapiens), P05186;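 active = tissue-nonspecific alkaline phosphatase inhibition above about 50% at 20 µM in the single-dose screen, limit read from the data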;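 also: 0% = DMSO negative control and 100% = EDTA positive control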
* = called active by the depositor; x = not tested or not shown.

SMILES,RAM inhibit,FLuc inhib CS,Lmaj promast,FLuc act counter,APP transl inh,bIAP activator,TNAP inh no acc,bIAP inh,TNAP inh hiacc,TNAP act hiacc
CCCCN(Cc1ccccc1)S(=O)(=O)c1cc(Br)cc2c1N(C(C)=O)C(C)C2 (stereo not given),5.3,-8.3,98.2*,1.1,0.6,1,-3.1,-1.2,-1.2,1
CCOC(=O)c1sc(NC(=O)C(OC(C)=O)c2ccccc2)nc1C (stereo not given),0.4,-2.0,44.2,1,-28.1,0.7,-6.6,33.0,-3.2,1
Cc1ccc(Oc2ccc(-c3nc(N)nc(N)n3)cc2)cc1C,7.0,0.3,99.3*,1,92.4*,0.9,-3.8,12.4,3.1,1
CSc1nnc(-c2ccc([N+](=O)[O-])cc2)o1,2.1,-0.9,-0.7,1,14.1,0.9,-3.4,8.0,-0.3,1
Cc1cc(-c2ccccc2)nc(=O)[nH]1,-0.3,-5.4,-9.1,1.1,-5.1,0.9,-11.8,6.7,-7.6,1.1
Cn1c(=O)cc(SCC(=O)N2CCN(c3ccccn3)CC2)c2ccccc21,0.5,-6.0,13.8,1.1,14.4,1,-10.0,-0.7,-3.3,1
COCCN(CC(=O)NCC1CCCO1)C(=O)CCC(=O)Nc1cc(C)on1 (stereo not given),0.9,-8.9,-3.1,1.1,-3.1,1,-3.3,3.4,-4.5,1
NC(=O)CC12CC3CC(C1)CC(CC(N)=O)(C3)C2,2.1,-5.7,-3.0,1.1,-7.7,0.9,-9.2,11.5,-4.7,1
Cc1cc(C)cc(N=c2c([N+](=O)[O-])nn(-c3ccc(Cl)cc3)n2O)c1,3.7,-9.3,94.8*,1.1,4.5,0.7,0.6,32.5,-0.2,1
Cn1nc(-c2ccc(C(=O)O)cc2)c2ccccc2c1=O,1.9,-5.8,-5.3,1.1,5.5,0.9,-0.8,9.0,-2.8,1
Cc1cc2c(ncn2Cc2ccccc2)c(NS(C)(=O)=O)c1C,1.1,-3.7,-3.6,1,-7.7,1.1,11.7,-8.7,-2.5,1
COc1ccccc1OCC(=O)Nc1ccc(S(=O)(=O)N2CCCCCC2)cc1,7.5,-1.5,2.2,1,0.6,1.1,-11.6,-12.9,-6.4,1.1
O=C(O)C1Cc2ccccc2CN1C(=O)c1ccccc1 (stereo not given),0.9,-5.3,-9.3,1.1,0.4,0.9,-17.1,10.7,-4.3,1
Cc1cccc2c(C(=O)n3cccn3)cc(-c3ccccc3Cl)nc12,3.3,-3.7,-6.2,1,-10.1,0.8,1.5,15.2,-1.5,1
O=C(COC(=O)c1ccccn1)NCc1ccccc1,1.2,-8.2,-7.8,1.1,x,0.9,5.7,9.9,-2.4,1
COc1ccc(C2=C(C)CC(C)(C)NC2=O)cc1OC,0.1,-3.7,-3.1,1,0.1,1,-15.1,0.1,-5.7,1.1
CC1COc2ccccc2N1S(=O)(=O)c1ccc(Cl)cc1 (stereo not given),2.1,-3.6,-0.6,1,-1.6,0.9,-10.4,14.0,-7.1,1.1
COCCCNC(=O)/C(C#N)=C/c1cc(C)[nH]c1C,-0.5,-1.6,-6.2,1,-9.4,0.9,-4.4,8.9,0.0,1
C=CCNC(=S)N/N=C/c1cn(-c2ccccc2)nc1-c1ccc(OC)cc1,6.3,-7.2,6.5,1.1,-18.1,0.8,8.9,24.4,1.7,1
COc1ccc(C(c2nnnn2C2CCCC2)N2CCc3ccccc3C2)cc1OC (stereo not given),0.0,-3.4,60.4*,1,-9.0,1,6.7,-3.9,-3.2,1
COc1ccc(CCCc2nnc(SCC(=O)Nc3cc(C)c(C)cc3Br)o2)cc1,0.9,-0.5,3.0,1,-16.7,1.3,-26.7,-32.3,-4.1,1
COc1ccc(CCNC(=S)N2CCC(Cc3ccccc3)CC2)cc1OC,7.0,-5.2,4.7,1.1,-2.8,1,-28.2,1.1,-4.7,1
CNC(=S)N/N=C/c1cn(CCOc2ccccc2OC)c2ccccc12,0.6,-0.9,5.0,1,-5.9,0.9,-14.5,13.2,2.9,1
COc1ccc(-c2nc(CNS(=O)(=O)c3cc(OC)ccc3OC)cs2)cc1,3.0,-0.9,-5.6,1,-6.5,0.9,-11.2,7.9,-9.0,1.1
Cc1sc2nc(CSCC(=O)Nc3ccc(OC(F)F)cc3)[nH]c(=O)c2c1C,4.8,-2.4,3.8,1,0.4,1.1,1.8,-14.9,-2.2,1

A stretch taken from the entries so far, for reference:
SMILES,RAM inhibit,FLuc inhib CS,Lmaj promast,FLuc act counter,APP transl inh,bIAP activator,TNAP inh no acc,bIAP inh,TNAP inh hiacc,TNAP act hiacc
CCCCN(Cc1ccccc1)S(=O)(=O)c1cc(Br)cc2c1N(C(C)=O)C(C)C2 (stereo not given),5.3,-8.3,98.2*,1.1,0.6,1,-3.1,-1.2,-1.2,1
CCOC(=O)c1sc(NC(=O)C(OC(C)=O)c2ccccc2)nc1C (stereo not given),0.4,-2.0,44.2,1,-28.1,0.7,-6.6,33.0,-3.2,1

The list continues.
SMILES,RAM inhibit,FLuc inhib CS,Lmaj promast,FLuc act counter,APP transl inh,bIAP activator,TNAP inh no acc,bIAP inh,TNAP inh hiacc,TNAP act hiacc
Cc1ccc(CNC(=O)CCC2CCCN(Cc3c(C)nn(C(C)C)c3C)C2)o1 (stereo not given),0.0,-6.6,-5.1,1.1,-6.9,1,-7.9,-0.8,-2.6,1
Cc1cc(C)n(C(=O)CSc2nc3ccccc3o2)n1,-0.1,5.8,-7.5,0.9,-21.4,1.1,-4.7,-7.0,-3.8,1
COc1ccccc1-n1nc(C)cc1N,0.4,-9.7,-7.7,1.1,24.7,1,7.8,3.3,-0.3,1
CC(=O)OCC1(C)CN(c2ccccc2)N(C(C)=O)C1=O (stereo not given),0.9,-3.3,-12.8,1,-18.3,0.9,-7.2,12.7,3.3,1
Cc1cc(NS(=O)(=O)c2ccc(NC(=S)NC(=O)c3cccc(S(=O)(=O)N(C)C)c3)cc2)no1,4.9,-1.3,-2.8,1,9.6,1,-13.1,0.5,-4.2,1
O=C(Nc1ccccc1C(F)(F)F)c1cc(S(=O)(=O)N2CCOCC2)ccc1F,2.0,-4.0,0.4,1,-9.0,1.1,-8.4,-11.1,-0.8,1
Cc1ccccc1S(=O)(=O)c1c(C)cc(C)n(CC(C)C)c1=O,0.1,-9.9,90.9*,1.1,-9.4,1.1,2.8,-5.5,-8.6,1.1
Cc1ccccc1C1CCCN(Cc2nc(CC3CC3)no2)C1 (stereo not given),-0.2,-0.5,0.6,1,-5.3,1,-2.8,3.7,0.0,1
O=C1NC(c2cccs2)Nc2sc3c(c21)CCCC3 (stereo not given),0.9,15.5,2.8,0.8,-8.3,0.6,4.2,35.4,3.9,1
COc1cccc(CC(=O)Nc2nc(-c3cccnc3)cs2)c1,-0.9,-6.4,20.9,1.1,-5.5,1,12.0,4.2,-4.3,1
O=C1OC(c2ccccc2)=C/C1=C\N1CCOCC1,2.5,5.3,-2.3,0.9,0.3,1,-7.1,1.4,1.7,1
O=C(Nc1ccccc1)c1ccc(S(=O)(=O)N2CCCCC2)cc1,1.8,-3.3,2.2,1,-3.2,0.9,-6.7,11.6,1.0,1
Cn1c(N/N=C2\CCCc3ccccc32)nc2c1c(=O)n(Cc1ccccc1)c(=O)n2C,-0.5,-10.2,30.8,1.1,3.3,1,-194.4,-0.3,-3.6,1
CCNc1nc(NCC)nc(Oc2ccc(OCc3ccccc3)nn2)n1,4.1,-4.8,-3.8,1,-21.5,0.9,-10.4,10.4,-7.4,1.1
O=C(O)/C=C/c1coc2ccccc2c1=O,0.4,-3.4,-4.5,1,-6.2,1,-21.7,-4.6,0.4,1
COc1ccc(C)cc1NC(=O)CC(NC(C)=O)c1ccccc1 (stereo not given),2.4,3.3,-3.8,1,18.2,1.2,-8.4,-23.4,1.7,1
Cc1nn(C)cc1/C=N/NC(=O)c1sc2ccccc2c1Cl,1.9,11.2,2.5,0.9,55.6*,1,-10.5,-2.6,-3.3,1
CC12c3ccccc3C(c3ccccc31)C1C(=O)N(c3cccnc3)C(=O)C12 (stereo not given),0.1,-1.9,49.7,1,-10.8,1.2,-13.5,-15.4,2.8,1
N#CCCn1cc(/C=C(\C#N)c2nc3ccccc3s2)c(-c2ccc(F)cc2)n1,2.4,-8.1,3.9,1.1,0.5,0.9,-2.9,10.1,-2.2,1
CCN1CCCC1CNC(=O)c1cc2c(-c3cccc(OC)c3)nn(C)c2s1 (stereo not given),1.7,-2.3,81.8*,1,-5.6,1,-13.2,2.1,-4.5,1
O=C(NC(=S)Nc1ccc(CN2CCOCC2)cc1)c1ccccc1[N+](=O)[O-],-1.1,2.4,-1.8,1,-9.7,0.9,-31.7,13.7,-0.2,1
CC(=Nc1cccc(C)c1)c1sc2ccccc2c1O,-0.2,34.7,0.6,0.7,-137.3,0.9,-10.4,11.3,7.1,0.9
CCCCNc1cc(C)nc(NCc2ccccc2)n1,-0.4,-3.4,100.5*,1,-12.1,0.7,-10.6,26.2,-3.2,1
Cc1ccc(NS(=O)(=O)c2cccc(C(=O)n3ncc(C#N)c3N)c2)c(C)c1,1.0,-7.5,-3.7,1.1,8.0,1,-6.5,-2.7,-2.4,1
COc1ccccc1OCCCCCNCCO,0.3,-8.2,-0.1,1.1,-1.5,1.1,5.4,-8.2,-2.7,1
O=C(NCC1CCCO1)C(c1ccccn1)N(Cc1ccccc1Cl)C(=O)CN1C(=O)c2ccccc2S1(=O)=O (stereo not given),1.6,-8.2,-4.1,1.1,-14.9,1,-3.4,-0.8,-2.3,1
CC(C)C1N=C(c2ccc3c(c2)OCO3)CC(c2ccccc2O)N1 (stereo not given),1.1,-1.5,99.4*,1,-104.4,0.7,5.5,26.1,7.7,0.9

Sorted by heavy-atom count (smallest number first): some entries from above.
SMILES,RAM inhibit,FLuc inhib CS,Lmaj promast,FLuc act counter,APP transl inh,bIAP activator,TNAP inh no acc,bIAP inh,TNAP inh hiacc,TNAP act hiacc
O=C1OC(c2ccccc2)=C/C1=C\N1CCOCC1,2.5,5.3,-2.3,0.9,0.3,1,-7.1,1.4,1.7,1
CC(=O)OCC1(C)CN(c2ccccc2)N(C(C)=O)C1=O (stereo not given),0.9,-3.3,-12.8,1,-18.3,0.9,-7.2,12.7,3.3,1
COc1cccc(CC(=O)Nc2nc(-c3cccnc3)cs2)c1,-0.9,-6.4,20.9,1.1,-5.5,1,12.0,4.2,-4.3,1
